# hcGAS lum: blocks human cGAS activity; recombinant h-cGAS, ATP depletion, Kinase-Glo luminescence; inhibition, % at 12.5 µM; AID 1259398; actives 0.081% (n = 290,000); Q8N884;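 also: 0% = vehicle reaction and 100% = reaction without DNA for no activity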
# Target sequence (Q8N884 whole entry, looked up): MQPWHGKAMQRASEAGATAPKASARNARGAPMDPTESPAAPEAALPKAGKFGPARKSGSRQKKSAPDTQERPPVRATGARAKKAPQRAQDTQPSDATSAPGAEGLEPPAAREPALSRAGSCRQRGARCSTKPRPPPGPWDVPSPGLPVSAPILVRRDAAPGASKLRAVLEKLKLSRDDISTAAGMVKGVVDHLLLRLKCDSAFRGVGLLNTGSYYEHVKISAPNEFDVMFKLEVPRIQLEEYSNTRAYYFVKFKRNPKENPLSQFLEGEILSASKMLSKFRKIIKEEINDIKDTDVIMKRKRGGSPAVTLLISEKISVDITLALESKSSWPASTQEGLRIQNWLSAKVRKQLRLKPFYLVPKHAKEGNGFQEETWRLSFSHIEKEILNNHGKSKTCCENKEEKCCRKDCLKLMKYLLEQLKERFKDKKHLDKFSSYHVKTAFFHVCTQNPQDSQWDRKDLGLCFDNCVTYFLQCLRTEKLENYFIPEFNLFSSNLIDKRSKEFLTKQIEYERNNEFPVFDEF
# mcGAS lum: mouse cGAS inhibition by luminescence; inhibition, % at 12.5 µM; Q8C6L5; AID 1259399; recombinant cGAS, Kinase-Glo ATP depletion luminescence; actives 0.15% (n = 160,000);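 also: 0% = negative control wells and 100% = reference inhibitor with no enzyme activity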
# NPYLR7 ag: mosquito NPYLR7 agonism | HEK293T NPYLR7/Galpha15, GCaMP6s calcium fluorescence | activation, % at 10 µM | actives 0.15% (n = 270,000) | AID 1259423; in the data active = activation above about 40%;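 also: 0% = vehicle and 100% = reference agonist at the receptor; some compounds past the cut are filed as inactive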
# An asterisk follows results filed as active; / = not tested or not shown; & = joins results of further samples. Rule as the data show it, unless noted: active = inhibition above about 40%; inactive = the rest.
SMILES,hcGAS lum,mcGAS lum,NPYLR7 ag
COCCCN(CC(=O)N1CCc2sccc2C1c1ccc(Cl)cc1)C(=O)c1cccc(Br)c1 (stereo not given),-4.3,-5.0,-1.2
Cc1ccc(F)cc1C(=O)N1CC[C@@H](c2ccc3c(c2)OCO3)[C@H](O)C1,-2.7,-15.8,1.0
COC(=O)[C@@H]1C[C@H](NC(=O)c2cc3sccc3[nH]2)CN1C,-9.8,/,0.9
O=c1c2c(nc(NCCO)n1-c1ccccc1)-c1ccccc1CC21CCCC1,-16.0,-6.7,2.2
O=C(c1csc(-c2cccs2)n1)N(Cc1ccncc1)C1CCCCC1,-5.6,-3.5,-9.5
CON(C)C(=O)c1cc(C)nc2cc(Br)ccc12,2.1,/,0.4
COc1ccc(C2CCCN2CC(=O)NC(C)c2ccccc2)c(OC)c1 (stereo not given),-3.5,-4.9,-0.7
Cc1ccc2ccccc2c1C(O)c1ncc(-c2ccc(C(F)(F)F)cc2)[nH]1 (stereo not given),-8.4,/,2.8
O=C1CCC(C(=O)N2CCOC3(CNCCOC3)C2)=NN1 (stereo not given),-8.3,/,-6.7
CCC1CN(CCC(=O)N2CCN(c3cccc(C(F)(F)F)c3)CC2)Cc2cc(OC)ccc2O1 (stereo not given),-7.1,-13.6,4.4
O=C(Nc1ccc(-n2cncn2)cc1C(F)(F)F)N(CC1CCCO1)CC1CCCO1 (stereo not given),-3.4,/,-0.7
CC1CN(C)c2ccccc2N(S(C)(=O)=O)C1 (stereo not given),2.1,/,-12.5
CCOc1ccccc1C(=O)Nc1ccc(N2CCN(S(=O)(=O)c3cccs3)CC2)nc1,-6.8,-8.4,16.7
O=C(Cn1cnc([N+](=O)[O-])n1)N/N=C\c1cc(Cl)ccc1O,-2.3,2.7,-8.0
Nc1ccc(N2CCN(C3CC3)CC2)cc1,-8.3,/,25.7
Cc1ccc(-c2n[nH]c(Cc3ccccc3)n2)cc1NC(=O)C1CCCO1 (stereo not given),-2.6&-10.9,/,15.9&18.8
Cc1c(S(=O)(=O)CCNC(=O)Nc2ccccc2)c2ccccc2n1Cc1ccccc1,-0.7,/,2.4
CC(C)n1cnnc1CN(C)C(=O)CC1C(=O)NCCN1CC1CCCCC1 (stereo not given),-0.6,/,5.5
CCCc1nc(N2CCN(C(=O)c3ccc(C)c([N+](=O)[O-])c3)CC2)c2c3c(sc2n1)CN(CC)CC3,5.0,1.3,-1.9
CC(C)=CCc1c(O)cc(C)oc1=O,-3.9,/,-12.1
COc1cccc(-c2nc3ccc(NC(=O)COC(C)=O)cn3n2)c1,-2.0,-7.7,7.9
O=C(Nc1ccn(CC(F)F)n1)c1ccc2c(c1)OCO2,-3.3,/,4.2
CN1CCC2(CC1)CN(C(=O)CN1CCOCC1)CC2c1nc(C2CC2)no1 (stereo not given),-11.8,-6.0,/
O=C(CCc1ccsc1)N1CCOC(Cc2ccccc2Cl)C1 (stereo not given),-7.1,/,23.2

# Shown with values under each structure: part of the list above.
# Every second line gives: hcGAS lum, mcGAS lum, NPYLR7 ag
> Cc1ccc2ccccc2c1C(O)c1ncc(-c2ccc(C(F)(F)F)cc2)[nH]1 (stereo not given)
    -8.4, /, 2.8
> O=C1CCC(C(=O)N2CCOC3(CNCCOC3)C2)=NN1 (stereo not given)
    -8.3, /, -6.7
> CCC1CN(CCC(=O)N2CCN(c3cccc(C(F)(F)F)c3)CC2)Cc2cc(OC)ccc2O1 (stereo not given)
    -7.1, -13.6, 4.4
> O=C(Nc1ccc(-n2cncn2)cc1C(F)(F)F)N(CC1CCCO1)CC1CCCO1 (stereo not given)
    -3.4, /, -0.7
> CC1CN(C)c2ccccc2N(S(C)(=O)=O)C1 (stereo not given)
    2.1, /, -12.5
> CCOc1ccccc1C(=O)Nc1ccc(N2CCN(S(=O)(=O)c3cccs3)CC2)nc1
    -6.8, -8.4, 16.7
> O=C(Cn1cnc([N+](=O)[O-])n1)N/N=C\c1cc(Cl)ccc1O
    -2.3, 2.7, -8.0
> Nc1ccc(N2CCN(C3CC3)CC2)cc1
    -8.3, /, 25.7
> Cc1ccc(-c2n[nH]c(Cc3ccccc3)n2)cc1NC(=O)C1CCCO1 (stereo not given)
    -2.6&-10.9, /, 15.9&18.8
> Cc1c(S(=O)(=O)CCNC(=O)Nc2ccccc2)c2ccccc2n1Cc1ccccc1
    -0.7, /, 2.4
> CC(C)n1cnnc1CN(C)C(=O)CC1C(=O)NCCN1CC1CCCCC1 (stereo not given)
    -0.6, /, 5.5
> CCCc1nc(N2CCN(C(=O)c3ccc(C)c([N+](=O)[O-])c3)CC2)c2c3c(sc2n1)CN(CC)CC3
    5.0, 1.3, -1.9
> CC(C)=CCc1c(O)cc(C)oc1=O
    -3.9, /, -12.1
> COc1cccc(-c2nc3ccc(NC(=O)COC(C)=O)cn3n2)c1
    -2.0, -7.7, 7.9
> O=C(Nc1ccn(CC(F)F)n1)c1ccc2c(c1)OCO2
    -3.3, /, 4.2
> CN1CCC2(CC1)CN(C(=O)CN1CCOCC1)CC2c1nc(C2CC2)no1 (stereo not given)
    -11.8, -6.0, /
> O=C(CCc1ccsc1)N1CCOC(Cc2ccccc2Cl)C1 (stereo not given)
    -7.1, /, 23.2

# Next section:
SMILES,hcGAS lum,mcGAS lum,NPYLR7 ag
O=C(c1ccc(F)cc1F)N1CCC(Cc2ccc(C(F)(F)F)cc2)CC1,-5.9,-4.4,23.1
NS(=O)(=O)c1ccc(NC(=O)CSc2ncn[nH]2)cc1,-5.4,-5.6,1.6
Cc1cc2c(c(N)c1C)C(C)CC21CCCCC1 (stereo not given),-8.9,/,0.2
COc1ccccc1CN1CC(C(=O)NCC2(N3CCCCC3)CCCC2)CCC1=O (stereo not given),-0.5,/,2.3
O=C(Nc1ccc(F)cc1F)c1cc2nc(-c3ccc(Br)cc3)cc(C(F)(F)F)n2n1,-8.2,-5.6,2.7
O=C(CSc1nc2c(c(=O)n1-c1ccc(Br)cc1)SCC2)OCc1ccccc1,-8.5,-7.4,1.1
CC(C)NC(=O)C1(C)CCN1C(=O)c1c(F)cccc1F (stereo not given),-3.2,/,-5.3
CCOc1ccccc1NC(=O)c1n[nH]nc1Nc1cccc(F)c1,-7.7,-7.9,/
O=C(Cn1nnn(-c2cccs2)c1=O)N1CCCc2cc(C(F)(F)F)ccc21,4.5,/,8.3
Cc1ccc(OCC(=O)NNC(=O)CCSc2ccc(F)cc2)c(C)c1,-2.0,-5.8,3.4
O=C(COC(=O)c1cc(=O)[nH]c2ccccc12)c1ccc(Cl)cc1Cl,-10.6,-8.2,22.6
Cc1cccc(N2CCC(NCc3nc(-c4cccnc4)no3)CC2)c1C,-4.4,-7.3,21.2
COc1ccc(-c2nnn(CC(=O)Nc3ccc(C)c(F)c3)n2)cc1OC,-1.6,/,8.0
CS(=O)(=O)c1ccc(-c2cnn3cccnc23)cc1,-3.9,/,13.7
CCCc1nc(NCc2nnnn2-c2ccccc2)c2cnn(C)c2n1,-3.6,-18.8,24.0
O=C1N=C2OC(C(=O)Nc3cccc(Cc4ccccc4)c3)=CN2CCN1,-2.7,/,3.1
c1ccc2sc(Cn3cnnc3)nc2c1,3.5,/,3.1
Cc1nc(C(C)C)sc1C(=O)Nc1ccc2oc(=O)[nH]c2c1,-4.8,-5.3,-2.7
Cc1ccn2c(=O)nc(SCC(=O)NC3CCCC3)nc2c1,-8.6,-9.6,2.8
CC1(C(=O)NS(=O)(=O)c2cccc(Cl)c2)CCN1C(=O)C1(c2ccccc2)CCCC1 (stereo not given),-12.0,/,1.0
C=C1CC(=O)C2=C(C)C[C@H](OC(=O)CCC)C3[C@H](OC(=O)[C@H]3C)C12 (stereo not given in full),2.7,-5.3,-1.9
COc1ccccc1NC(=O)N1CCSC1c1ccc2c(c1)OCCO2 (stereo not given),-8.1,-5.8,9.7
N#CCSc1nn(-c2ccc(F)cc2)c(=S)s1,-8.6,/,0.5
CCOc1ccccc1C(=O)Nc1ccc(N2CCN(C(=O)C3COc4ccccc4O3)CC2)nc1 (stereo not given),3.0,-1.4,2.3
CCc1ccc(CNC(=O)c2cc(F)ccc2Br)s1,-5.5,/,4.0
CC(C)C(=O)N1CCC1(C)C(=O)Nc1ccccc1C(C)(C)C (stereo not given),-14.7,-6.9,-1.7
COC(=O)c1ccc(CN2CCNC(=O)C2)cc1,-14.6,/,17.1
CN(Cc1cn(C)nc1-c1cccc(Cl)c1)C1CCOCC1,-10.8&-5.3,/,17.7&-4.0
Cc1ccc(S(=O)(=O)N[C@@H](Cc2ccccc2)C(=O)Nc2ccc(OC3CCN(C(=O)OC(C)(C)C)C3)cc2)cc1 (stereo not given in full),-3.9,-5.3,13.7
CCN(C/C=C/c1ccccc1)C(=O)CCc1nc2ccccc2[nH]1,-5.1,-8.8,/
Cn1cnc(S(=O)(=O)NC(c2ccccc2)C2CC2)c1Cl (stereo not given),4.8,-1.2,0.0
CC(C)c1ccc(-c2noc(CSc3nnc4n3CCCCC4)n2)cc1,-1.7,/,1.1
CCc1nnc(CN(C(=O)CC2C(=O)NCCN2C(C)C)C(C)C)o1 (stereo not given),-3.6,/,19.2
Cc1cc(NCCN2CCCC(O)C2)nc(N2CCOCC2)n1 (stereo not given),-7.1,-5.5,/
CC(c1ccc(-c2ccc(S(N)(=O)=O)cc2F)cc1)N1CCOCC1 (stereo not given),-4.3,/,19.2
OC(COc1ccccc1CN1CCCCCC1)CN1CCc2ccccc2C1 (stereo not given),-6.2,-8.4,/
O=C(NCc1scnc1-c1ccccc1)c1cn(Cc2ccc(Cl)cc2)nn1,-9.9,-11.9,3.2
CCCCCCCCOc1ccc(/C=C/C(=O)Nc2nc3ccccc3s2)cc1,-5.2,-5.9,4.2
Cc1ccccc1-n1nc(C(C)(C)C)c(NC(=O)NCc2ccc(F)cc2)c1N,2.8,1.8,/
CCOc1ccccc1CN(CC)C(=O)c1c[nH]c2ccc(OC)cc2c1=O,1.0,-3.5,-7.4
Cc1cc(C)cc(NC(=O)c2nnn(CC(=O)Nc3ccc(C)cc3C)c2N)c1,-1.0,-0.4,-3.5
O=C(NCCc1ccccc1)c1cc2n(n1)CCN(Cc1ccc(Cl)cc1)C2=O,-8.9,-5.8,-0.1
O=C(C1CC1)N1CCc2c(ncnc2NCc2cnc3ccccn23)C1,-4.6,-17.8,16.0
CC1CCN(C(=O)C(C)N2CCN(Cc3ccc(C#N)cc3)CC2)CC1 (stereo not given),-4.8,/,1.4
Cc1cc(CN2CCN(C3CCCCC3)CC2)on1,-12.6,-5.1,/
CCSCCC(C)NC(=O)c1sccc1OC (stereo not given),-10.2,/,10.0
COc1cccc2sc(N(CCCN(C)C)C(=O)c3cc(C)nn3C)nc12,-9.0,-7.0,0.5
CC(c1ccc(Cl)cc1)N(C(=O)c1ccc(S(C)=O)cc1)C1CC1 (stereo not given),-1.9,/,9.7
CCSc1nn(CC(=O)Nc2cccc(C)c2C)c(N)c1S(=O)(=O)c1ccc(C)cc1,-5.6,-9.3,4.1
Cc1cc(C)n(-c2ccc(Cl)cc2)c(=O)n1,5.1,/,-3.8
CCOc1ccc(NC(=O)Nc2cccc(C3SCC(=O)N3c3cc(C)ccc3OC)c2)cc1 (stereo not given),-9.9,-5.3,6.7
CN(C)CCCNC(=O)C(=Cc1ccccc1)NC(=O)c1ccccc1,-3.3,-4.6,-1.1
C=CCc1c(C)c(C#N)c2nc3ccccc3n2c1Cl,-3.3,-4.7,8.2
CC(=O)Nc1nc(C2CC2)cc(-c2ccco2)c1C#N,1.1,-0.1,-13.0
CCc1ccc2nc(N3CC(O)C3)cc(C)c2c1,-2.7,/,9.7
CCOC(=O)c1nc2ccccc2nc1N1CCCN(C(=O)c2cc(OC)cc(OC)c2)CC1,2.7,1.3,4.2
Cc1ccc(OCCN(C)C2CCN(S(C)(=O)=O)CC2)cc1,-2.7,/,-5.7
Cc1ccc(CN(CCc2ccccc2)C(=O)CN(CCN2CCCCC2)C(=O)Nc2ccccc2C)o1,-0.9,-3.0,-12.1
Cc1cc(C(=O)N(CCCN(C)C)c2nc3ccc(F)cc3s2)nn1C,9.1,0.4,3.4
CSc1ncccc1C(=O)NC1CC(C)(C)Cc2c1cnn2-c1ccccc1C (stereo not given),-8.3,-11.6,14.8
# The listing continues:
SMILES,hcGAS lum,mcGAS lum,NPYLR7 ag
Cc1ccc(F)c(NC(=O)CNC(c2nccn2C)C2CC2)c1 (stereo not given),-1.4,/,1.5
Cc1cc(C)n(CCC(=O)N2CCCC2c2ccccc2C)c(=O)n1 (stereo not given),-5.8,-13.3,/
N#Cc1cccc(NC(=O)NCc2cc(F)cc(F)c2)c1,-18.1,/,1.9
C=CCN(Cc1ccc(Cl)s1)S(=O)(=O)Cc1ccccc1,-2.1,/,2.7

# Bioassay records deposited in PubChem BioAssay by Fisher Drug Discovery Resource Center.
